Compound activity from PubChem BioAssay.
OPRM1-OPRD1 ag: OPRM1-OPRD1 heterodimerization agonism | P35372+P41143 | cells, luminescence | 340,000 compounds, 0.3% hits | activation, % at 9.3 µM; in the data active means activation above about 18%;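 further: 0% = vehicle-treated cells and 100% = reference agonist; values of inactives mirror those of a sister screen read the other way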
Target sequence (P35372 whole entry, looked up): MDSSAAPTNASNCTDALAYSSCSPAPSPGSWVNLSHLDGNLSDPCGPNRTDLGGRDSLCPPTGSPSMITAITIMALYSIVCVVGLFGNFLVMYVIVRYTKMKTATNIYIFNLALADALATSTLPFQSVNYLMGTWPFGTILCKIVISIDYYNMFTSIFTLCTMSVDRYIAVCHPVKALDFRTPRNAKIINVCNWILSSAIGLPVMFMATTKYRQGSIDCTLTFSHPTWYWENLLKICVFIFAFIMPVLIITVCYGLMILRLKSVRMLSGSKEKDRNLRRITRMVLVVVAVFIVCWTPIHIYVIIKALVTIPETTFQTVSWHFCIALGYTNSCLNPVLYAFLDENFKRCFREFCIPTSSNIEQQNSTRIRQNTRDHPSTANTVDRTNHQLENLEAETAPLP
Target sequence (P41143 whole entry, looked up): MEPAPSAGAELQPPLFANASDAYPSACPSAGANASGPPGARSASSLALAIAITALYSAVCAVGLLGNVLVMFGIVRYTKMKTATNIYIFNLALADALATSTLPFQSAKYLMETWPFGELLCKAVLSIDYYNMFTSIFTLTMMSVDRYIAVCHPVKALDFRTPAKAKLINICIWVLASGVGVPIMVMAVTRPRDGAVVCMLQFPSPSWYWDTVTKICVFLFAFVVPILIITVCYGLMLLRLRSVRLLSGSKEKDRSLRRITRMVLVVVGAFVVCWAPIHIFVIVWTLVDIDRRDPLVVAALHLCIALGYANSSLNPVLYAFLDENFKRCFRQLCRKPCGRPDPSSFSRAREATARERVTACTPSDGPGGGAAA
AddAB inh: less growth of phage-infected E. coli with AddAB | 330,000 compounds, 0.29% hits | E. coli expressing H. pylori AddAB, absorbance growth | inhibition, % at 11.9 µM; in the data active means inhibition above about 12%;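 further: 0% = vehicle wells of infected cells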
Ecoli viability: counter-screen for AddAB inhibitors: E. coli growth inhibition; E. coli V3065 growth, OD600 absorbance, 18 h; inhibition, % at 11.9 µM; 330,000 compounds, 0.27% hits;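 active means inhibition above the campaign's mean inhibition across all tested compounds plus 3 SD, cut at about 9.9% in these data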;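 further: uninfected addAB+ strain grown without phage in ampicillin broth; 0% = DMSO wells and 100% = ciprofloxacin 0.95 µg/ml wells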
HTR5A inv ag: counter-screen for OPRM1-OPRD1 inverse agonists: human HTR5A inverse agonism; P47898; HTR5A cell line, luminescence; inhibition, % at 9.3 µM; 340,000 compounds, 0.083% hits; AID 504634; in the data active means inhibition mostly above about 23%, no sharp cut-off; inactive means mostly below about 18%;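 further: 0% = cells with DMSO and 100% = no-cell wells with DMSO; some compounds called inactive have numbers as strong as hits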
MOR-DOR inv ag: mu-delta opioid heterodimer inverse agonism | P35372+P41143 | cell-based MOR-DOR heterodimer luminescence | inhibition, % at 9.3 µM | 340,000 compounds, 0.21% hits | AID 504357; in the data active means inhibition above about 22%, passing the limit was not always enough;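 further: 0% = cells with DMSO and 100% = wells without cells with DMSO; values of inactives mirror those of a sister screen read the other way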
phage Ecoli inh: E. coli growth loss with phage present. inhibition, % at 11.9 µM. 360,000 compounds, 0.26% hits. AID 651602. growth absorbance; in the data active means inhibition above about 11%
Mot1-301 SUMO: blocks SUMOylation pathway, rescuing yeast Mot1-301 growth; AID 2716; S. cerevisiae Mot1-301 growth rescue, ATP luminescence, 38.5C; percent above DMSO median, 100 means doubled; 320,000 compounds, 1% hits; growth rescue, % at 18.8 µM;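 active means every valid replicate shows activation above 250% relative to neutral control wells; inactive means the rest, any valid replicate at or below 250%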;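 further: OY570 slx delta 5 strain wells were the positive control but not used for scaling; some compounds called inactive have numbers as strong as hits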
PKA-R1A activ: activates the PKA-R1A holoenzyme complex. PKA-R1A dissociation, Cy5-IP20 fluorescence polarization; scaled: DMSO 0%, 113 µM cGMP 100%. P00514+P68181. 340,000 compounds, 0.083% hits. activation, % at 11.4 µM;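 active means percent activation above the mean of all tested compounds plus 3 SD, cut at about 19% in these data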;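 further: higher means more PKAc released from R1A so a rise in polarization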
PfHsp90 set2: inhibits growth of yeast expressing Plasmodium falciparum Hsp90. S. cerevisiae expressing PfHsp90, BacTiter-Glo ATP, 48 h; yeast lacking PDR1 and PDR3 efflux regulators. inhibition, % at 9.4 µM. 310,000 compounds, 0.32% hits;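 active means every replicate shows inhibition above about 80%, whatever the replicate mean, limit read from the data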;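 further: 0% = DMSO neutral controls and 100% = 20 µM radicicol positive controls; yeast relying on Plasmodium falciparum Hsp90 in place of its own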
Tat transport: E. coli Tat transport inhibition; E. coli MC4100 TorA-mCherry Tat export, fluorescence; inhibition, % at 10 µM; 340,000 compounds, 0.036% hits; AID 488895;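 active means mean replicate inhibition at least 50% and at least half of replicates individually reaching 50%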;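 further: exported cargo escapes ClpAP degradation while cytoplasmic cargo is degraded and loses fluorescence; 0% = median of neutral control wells and 100% = median of NaSCN control wells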
PKA-R2B act: activators of human PKA-R2B complex; P22694+P31323; PKA-R2B holoenzyme dissociation, Cy5-IP20 fluorescence polarization; R2B truncated from residue 108, S112A mutant; 0% DMSO only, 100% 113 µM cGMP; activation, % at 11.4 µM; 340,000 compounds, 0.079% hits; AID 504700;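 active means activation above a cutoff set at the mean over all compounds plus 3 SD, cut at about 18% in these data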;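 further: higher means more holoenzyme dissociation and a rise in polarization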
An asterisk follows results filed as active; x = no result given. Not a hit list; any-hit rate near 2.2%.

SMILES	OPRM1-OPRD1 ag	AddAB inh	Ecoli viability	HTR5A inv ag	MOR-DOR inv ag	phage Ecoli inh	Mot1-301 SUMO	PKA-R1A activ	PfHsp90 set2	Tat transport	PKA-R2B act
O=C(CCn1c(=O)oc2ccccc21)N1CCN(c2ccccc2F)CC1	1.7	0.7	-2.4	27.7	-8.6	2.6	1.5	6.4	x	9.5	-5.8
CSc1nncc(-c2ccccc2)n1	-0.8	1.8	-1.3	10.0	3.5	-0.1	x	4.8	-24.3	-7.0	-8.2
O=C1c2ccccc2C(=O)N1CC1CCCO1 (stereo unspecified)	-1.2	2.8	-2.2	-5.7	4.8	x	368.1	-5.9	-5.2	-2.9	12.2
Cc1ccc(NC(=O)c2ccc3ccccc3n2)cc1S(=O)(=O)N1CCOCC1	-2.2	3.4	0.5	5.7	12.5	3.7	-0.1	-9.9	-17.6	-4.3	-2.6
COCCCNc1nc2ccccc2nc1NS(=O)(=O)c1cccc(Cl)c1	-1.8	-1.6	-0.8	10.4	9.0	-0.1	1.9	-11.2	0.6	-3.4	-1.8
Cc1ccc2c(c1)C(c1ccccc1)N(C(=O)c1cccc([N+](=O)[O-])c1)CC(=O)N2 (stereo unspecified)	1.4	2.4	-1.5	-32.5	-7.0	-1.0	-14.6	-9.9	-16.8	8.4	-6.5
CCN(Cc1cccc(OC)c1)CC1CCCN(CCc2cccc(OC)c2)C1 (stereo unspecified)	1.1	1.9	1.2	-1.0	-5.7	3.8	-3.9	-4.9	20.2	-12.3	8.4
CCc1ccc(NC(=O)Nc2ccsc2C(=O)OC)cc1	4.5	-0.3	-0.3	0.4	-31.1	2.0	-11.3	0.9	14.2	2.8	-15.4
CC(C)CC(NC(=O)C1CCC(C)CC1)C(=O)Nc1ccccc1F (stereo unspecified)	1.0	2.9	0.4	6.4	-8.3	-0.5	-8.1	3.2	14.7	-3.5	-2.2
CCCC(c1nnnn1CS(=O)(=O)c1ccc(C)cc1)N1CCN(c2ccccc2)CC1 (stereo unspecified)	0.1	-0.9	2.6	7.0	-0.4	3.4	x	-13.3	2.9	12.8	-11.1
CC(NC(=O)Cn1cnc2c1c(=O)n(C)c(=O)n2C)c1ccccc1 (stereo unspecified)	x	1.8	1.8	x	x	1.6	-15.8	0.1	-24.5	-2.3	-1.8
CCN1CCN(C(=O)CCn2c(=O)c3cccn3c3cccnc32)CC1	0.0	2.5	-1.4	7.3	0.2	3.4	-1.7	10.9	-9.8	-6.3	11.3

Reformatted: four of the compounds above.
Value order: OPRM1-OPRD1 ag, AddAB inh, Ecoli viability, HTR5A inv ag, MOR-DOR inv ag, phage Ecoli inh, Mot1-301 SUMO, PKA-R1A activ, PfHsp90 set2, Tat transport, PKA-R2B act
CCN(Cc1cccc(OC)c1)CC1CCCN(CCc2cccc(OC)c2)C1 (stereo unspecified)
→ 1.1, 1.9, 1.2, -1.0, -5.7, 3.8, -3.9, -4.9, 20.2, -12.3, 8.4
CCc1ccc(NC(=O)Nc2ccsc2C(=O)OC)cc1
→ 4.5, -0.3, -0.3, 0.4, -31.1, 2.0, -11.3, 0.9, 14.2, 2.8, -15.4
CC(C)CC(NC(=O)C1CCC(C)CC1)C(=O)Nc1ccccc1F (stereo unspecified)
→ 1.0, 2.9, 0.4, 6.4, -8.3, -0.5, -8.1, 3.2, 14.7, -3.5, -2.2
CCCC(c1nnnn1CS(=O)(=O)c1ccc(C)cc1)N1CCN(c2ccccc2)CC1 (stereo unspecified)
→ 0.1, -0.9, 2.6, 7.0, -0.4, 3.4, x, -13.3, 2.9, 12.8, -11.1

Further structures.
SMILES	OPRM1-OPRD1 ag	AddAB inh	Ecoli viability	HTR5A inv ag	MOR-DOR inv ag	phage Ecoli inh	Mot1-301 SUMO	PKA-R1A activ	PfHsp90 set2	Tat transport	PKA-R2B act
Cc1c(C(=O)NCc2cccnc2)oc2ccc(S(=O)(=O)N3CCCC(C)C3)cc12 (stereo unspecified)	0.4	2.8	0.5	-3.4	-2.5	1.9	-0.8	-3.1	-58.2	-5.1	2.0
Cc1csc2c(NCCCN3CCOCC3)ncnc12	-1.9	3.1	-0.8	0.7	10.3	2.1	-8.1	0.0	-6.7	-0.6	8.7
O=C1c2ccccc2C(=O)N1CCSc1ncn[nH]1	-0.9	0.4	1.6	-16.3	5.2	1.8	8.3	-2.2	-0.2	2.9	-3.8
CC(C)Cn1c(CCC(N)=O)nnc1SC(C)C(=O)Nc1ccc2c(c1)OCO2 (stereo unspecified)	-4.1	-0.6	-2.0	-5.1	15.8	2.0	-8.0	-8.4	-3.9	0.5	-2.8
O=c1cc(C(F)(F)F)oc2c1ccc1ccccc12	-2.0	-1.7	-5.1	11.2	11.9	-0.2	150.2	2.9	x	1.7	-5.9
O=C(CCCn1c(=O)[nH]c2ccc(Br)cc2c1=O)NCc1ccc(Cl)cc1	-0.8	4.6	0.8	-17.2	4.0	0.5	-20.4	-12.1	11.2	5.0	-11.2
Cn1c(-c2ccccc2)c(C(=O)CCl)c2ccccc21	42.2*	x	x	-123.1	-232.8	2.5	x	-11.5	28.4	5.5	-1.2
Cc1cc2oc(C(=O)NCCc3ccc(S(N)(=O)=O)cc3)cc(=O)c2cc1C	-4.2	-4.8	2.6	18.5	18.6	-0.9	8.6	1.7	-4.9	-12.9	-3.9
O=C1Nc2ccc(Br)cc2/C1=C/C(=O)c1ccc2c(c1)OCO2	1.0	0.6	-0.3	2.8	-5.1	2.8	-12.1	-7.0	106.0*	2.0	-20.0
Cc1cccc(NC(=O)c2ccc3c(=O)n4c(nc3c2)CCCCC4)n1	-1.0	-1.2	1.2	11.4	4.9	1.6	1.3	-1.3	1.6	-3.9	-3.2
COC(=O)c1sc2cnccc2c1N	-1.6	0.9	-0.4	25.7	9.5	2.4	-1.7	-3.3	1.4	-7.7	-3.6
COc1ccc(CCC(=O)Nc2cccc(S(=O)(=O)N3CCOCC3)c2)cc1OC	0.5	x	x	12.6	-2.6	1.1	x	6.3	0.8	3.2	1.5
O=C(O)C(Cc1ccnc2ccccc12)=NO	1.6	x	x	-1.5	-8.3	1.9	x	7.3	-15.5	5.8	-1.1
Cc1noc(C)c1CSc1nnc2scc(-c3ccc(Cl)cc3)n12	3.2	-0.8	-0.6	3.7	-17.3	1.4	442.8	-8.1	x	-0.1	-11.0
Cc1ccc(CNC(=O)CCC(=O)Nc2nnc(C3CCCCC3)s2)cc1	-3.4	-0.9	0.2	-6.3	16.9	0.7	-14.3	-6.7	-25.6	0.4	-10.0
Cc1ccc(Cl)c(OCC(=O)NN2CCN(C)CC2)c1	-0.3	-3.0	-2.5	10.3	1.7	1.8	50.6	3.5	-3.3	-5.2	0.6
COCCNC(=O)c1onc(CSc2cc(C)ccc2C)c1C(=O)O	-0.4	3.2	-2.7	-20.4	2.4	-2.2	7.2	2.0	-35.6	0.9	-0.7
COc1ccc(NC(=O)C2CCCN2C(=O)Nc2ccc(OC)cc2)cc1 (stereo unspecified)	-1.0	x	x	-0.6	6.5	1.9	x	2.5	3.4	19.6	5.8
C=CCc1cccc2cc(C(=O)N(CC)CC)c(=O)oc12	-0.5	2.0	-2.3	-10.8	2.4	2.3	-24.5	-8.8	-21.0	-5.6	-4.5
CC(C)OC(=O)CSc1nnc(-c2ccc([N+](=O)[O-])cc2)o1	-1.3	3.3	1.0	-17.6	7.3	2.2	5.2	-3.8	-5.1	-7.7	-5.7
CC1CCCCC12NC(=O)N(CC(=O)NCc1ccco1)C2=O (stereo unspecified)	-1.2	-2.3	-1.4	-28.8	4.8	-0.3	3.1	-13.5	-18.0	0.7	-13.8
COc1ccccc1NC(=O)CSc1ccc(-c2cccs2)nn1	2.3	4.2	2.1	-10.2	-11.6	-1.4	x	1.0	-1.5	4.2	-9.2
CCOC(=O)c1cc(CC)sc1NC(=O)C1CC1	4.3	0.9	-1.8	-2.0	-24.0	2.5	-5.4	-1.4	-0.5	8.0	-0.7
Cc1ccccc1-n1c(=O)[nH]c(=O)c2c(N)c(C(=O)c3ccc(Cl)cc3)sc21	-0.1	-0.2	0.7	9.8	0.7	1.8	-6.7	2.1	17.9	0.5	-1.5
CCOc1ccc(-c2nnn(CCC(=O)O)n2)cc1OC	-2.1	3.8	-0.6	0.2	9.7	1.7	28.0	19.1*	x	-3.0	-6.9
CN(C)S(=O)(=O)c1ccc(C(=O)NCCN=C2NS(=O)(=O)c3ccccc32)cc1	-1.7	2.2	-0.1	-3.6	9.2	-0.1	-1.1	9.4	-8.2	0.1	6.7
CN(CC(=O)NCCc1ccc(Cl)cc1)S(=O)(=O)c1ccc2c(c1)c(=O)n(C)c(=O)n2C	-0.2	1.4	-0.8	-1.2	1.1	-0.1	-2.9	-14.2	12.7	6.9	-6.0
COc1cc(/C=C/C(=O)O)cc(Br)c1O	-0.2	-0.8	-0.8	-7.8	0.8	2.3	17.1	3.3	17.3	-3.4	9.1
O=C(CCN1C(=O)/C(=C/c2cccc(Br)c2)SC1=S)Nc1cccnc1	0.2	0.0	-1.6	-1.7	-1.4	1.4	5.9	5.9	x	-7.5	0.2
COc1cccc(CC(NC(C)=O)C(=O)NC2CCN(c3c(Cc4ccccc4)c(C)nc4ncnn34)CC2)c1OC (stereo unspecified)	-0.4	0.2	-1.7	14.0	3.0	0.2	19.4	-2.9	-11.4	-6.3	-1.8
Cc1cc(C)cc(NC(=O)Cn2c(=O)oc3cc(S(=O)(=O)N4CCC(C)CC4)ccc32)c1	5.1	-1.8	-3.1	0.0	-30.2	2.9	-2.4	-9.4	-33.5	-7.8	-9.5
COc1cc(/C=N/NC(=O)c2ccncc2)ccc1OC(=O)c1ccc([N+](=O)[O-])cc1	2.0	0.5	-0.8	1.8	-11.5	2.7	-21.4	0.6	-12.5	-5.6	8.8
c1ccc(CSc2nnc(-c3ccco3)c(-c3ccco3)n2)cc1	3.7	2.8	2.5	-29.9	-21.0	x	-6.0	-6.3	x	10.9	12.6
CCCN1CCC(=O)N(CCSc2ccc(OC)cc2)CC1	-1.6	2.7	-2.4	2.1	8.6	2.5	-12.5	1.4	x	-4.1	11.1
O=C(CCc1ccccc1)NCCSc1ccccc1	-0.7	5.1	1.0	-9.4	3.7	3.2	36.5	-5.7	-2.6	-8.7	5.1
O=C(COc1ccc(S(=O)(=O)N2CCOCC2)cc1Cl)NCc1ccco1	-1.1	2.3	-0.1	-8.0	6.2	1.5	54.7	1.1	-4.0	-5.9	-4.0
O=C(Cc1ccc(F)cc1)Nc1ccccc1N1CCCC1	0.5	2.3	-1.6	10.1	-2.0	-0.9	-0.4	0.0	34.2	6.4	3.8
CSc1ccccc1NC(=O)CN(C)CC(=O)NCC(=O)Nc1ccc(F)cc1	-0.9	0.3	0.8	-10.4	6.1	0.4	176.8	-2.3	-0.6	1.5	-3.7
COc1ccc(CN2CCCCCC2)c(C)c1C	-1.7	-1.7	2.1	-5.4	9.2	2.6	-5.1	0.1	x	-1.6	-6.3
CCCCOc1ccc(S(=O)(=O)N2CCCCC2)cc1	2.3	4.8	-0.9	6.8	-10.8	0.2	6.9	8.4	8.2	1.9	5.4
